Screening data deposited in PubChem by National Center for Advancing Translational Sciences (NCATS).
IL2 activator – IL-2 activation; IL-2 activation reporter assay, cell-based qHTS; stimulated with anti-CD3/CD4/CD28 beads; in transgenic mouse T cells; activation, % (series mostly up to about 46 µM); hit rate 0.065% among 360,000; in the data active = activation above about 50%; inconclusive = mostly about 30% to 49%; also: 0% is about no effect
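Unstimulated transgenic mouse T cells, 750 per well, received compound and, after 60 minutes, anti-CD3/anti-CD4 bead plus anti-CD28 stimulation. EGFP and DsRed were quantified after 18 hours.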
Nrf2 activator – activators of Nrf2 (ARE) signaling. Potency, µM (titrated, usually from 46.1 µM), without a hit: top-dose activation, most hits filed as activators. hit rate 0.31% among 410,000. AID 624171. AREc32 ARE-luciferase reporter (MCF7-derived line), luminescence, 24 h; also: potency is read from the fitted curve at half-maximal effect; % of control where 0% means no effect; nearly all actives have a fitted effect of over 65% in size
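ARE activation measured as luciferase luminescence (Steady-Glo, 30 min RT) in AREc32_Fluc cells after 24 hr compound exposure at 37 deg C, 5% CO2; cells seeded overnight at 1000/well in OPTI-MEM, 5% FBS.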
ATXN viability – cell viability loss in ATXN counter-screen; Potency, µM (top dose mostly 56.7 µM), hits mostly cytotoxic; AID 651635; S2 cells (HEK-293 line with an ATXN2-luciferase reporter) viability, CellTiter-Fluor protease fluorescence, 24 h; hit rate 0.49% among 400,000; also: potency is read from the fitted curve at half-maximal effect; nearly all actives have a fitted effect of over 40% in size
EPAC2 agonist – EPAC2 (human) agonism. Q8WZA2. EPAC2 activation, biochemical qHTS; response scale: 100% = 6.5 mM cAMP response. Potency, µM (doses to about 154 µM), without a hit: top-dose activation, hits mostly activators. hit rate 0.079% among 360,000. AID 720711; also: potency is read from the fitted curve at half-maximal effect; nearly all actives have a fitted effect of over 50% in size
Target sequence (Q8WZA2 whole entry, looked up): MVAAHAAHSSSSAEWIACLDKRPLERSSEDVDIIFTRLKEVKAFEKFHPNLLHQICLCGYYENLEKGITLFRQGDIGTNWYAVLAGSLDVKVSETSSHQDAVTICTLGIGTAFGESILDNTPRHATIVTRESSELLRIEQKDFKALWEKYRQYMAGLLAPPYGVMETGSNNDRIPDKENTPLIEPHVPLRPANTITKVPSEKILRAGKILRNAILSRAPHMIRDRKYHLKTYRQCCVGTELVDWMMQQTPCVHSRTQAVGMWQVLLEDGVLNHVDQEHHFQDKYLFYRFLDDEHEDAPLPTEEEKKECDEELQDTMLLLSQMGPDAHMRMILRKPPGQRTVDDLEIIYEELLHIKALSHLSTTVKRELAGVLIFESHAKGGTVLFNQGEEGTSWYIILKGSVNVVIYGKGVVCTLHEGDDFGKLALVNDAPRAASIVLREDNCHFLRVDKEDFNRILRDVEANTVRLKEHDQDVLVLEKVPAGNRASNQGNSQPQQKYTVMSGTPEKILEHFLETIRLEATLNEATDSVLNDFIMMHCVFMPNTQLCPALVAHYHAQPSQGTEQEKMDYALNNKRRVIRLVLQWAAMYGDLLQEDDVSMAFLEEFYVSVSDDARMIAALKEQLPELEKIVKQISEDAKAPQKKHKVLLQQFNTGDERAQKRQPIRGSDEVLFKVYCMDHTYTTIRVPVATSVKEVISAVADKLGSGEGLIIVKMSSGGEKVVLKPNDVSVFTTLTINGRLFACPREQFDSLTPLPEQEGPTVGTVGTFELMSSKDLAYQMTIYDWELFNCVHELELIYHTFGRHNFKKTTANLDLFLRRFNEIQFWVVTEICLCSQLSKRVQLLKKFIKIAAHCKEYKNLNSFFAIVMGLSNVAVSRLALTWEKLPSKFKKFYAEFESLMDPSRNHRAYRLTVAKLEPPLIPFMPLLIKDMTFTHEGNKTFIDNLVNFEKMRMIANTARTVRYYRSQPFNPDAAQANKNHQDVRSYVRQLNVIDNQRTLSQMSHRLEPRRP
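qHTS, titration series. 100 nM EPAC2 / 250 nM Rap1B-BODIPY-GDP / 50 uM GDP; RT; ex 480/em 540 nm, 5-min reads to 30 min. Norm. to 6.5 mM cAMP = activation.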
Nrf2 inh – blocks Nrf2 signaling; A549 ARE-Fluc reporter, luciferase luminescence, 18-24 h; Potency, µM (titrated, usually from 46 µM), inactives show at the highest dose activity change, negative = inhibition, actives largely listed as inhibitors; hit rate 2.1% among 360,000; AID 504444; also: potency is read from the fitted curve at half-maximal effect; % is scaled to controls: 0 for no effect and ±100 for the full control effect; nearly all actives have a fitted effect of over 60% in size
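Nrf2 function is reported as luminescence of an ARE-controlled luciferase in A549 cells. Compounds were tested at several concentrations, and a CellTiter-Fluor read on the same wells flagged cytotoxicity.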
HepG2 tox – kills HepG2 cells in TGF-b inhibitor counter-screen; HepG2 CAGA-GFP viability, ATP luminescence, 18 h; Potency, µM (series often up to 46.1 µM), for the others: at the highest dose activity change, negative = cytotoxicity, usual class: cytotoxic; hit rate 0.76% among 410,000; also: potency is read from the fitted curve at half-maximal effect; some results filed as inactive show a strong effect at the top dose
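HepG2 CAGA-GFP cells (1000/well, DMEM with 1% FBS) received compound, then TGF-beta at 500 pg/mL final, and were incubated 18 hours at 37 degrees C. Viability was read by CellTiter-Glo luminescence. Media-only wells were set as complete cell-killing and DMSO as no toxicity.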
ATXN2 expr inh – inhibitors of ATXN2 expression; Potency, µM (titrated, usually from 57 µM), inactives show top-dose activity change, negative = inhibition, actives largely listed as inhibitors; hit rate 0.72% among 360,000; HEK-293 ATXN2-luciferase reporter, luminescence, 24 h; also: potency is read from the fitted curve at half-maximal effect; % is scaled to controls: 0 for no effect and ±100 for the full control effect; nearly all actives have a fitted effect of over 55% in size
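ATXN2-luciferase reporter cells (luciferase flanked by upstream and downstream ATXN2 gene portions) were treated 24 h at 37 °C with compounds at up to 57 uM. SteadyGlo luminescence gave expression; GF-AFC fluorescence gave viability.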
TGFb inhibitor – inhibitors of TGF-b signaling; HepG2 CAGA-GFP TGF-b/SMAD3 reporter, GFP fluorescence, 18 h; TGF-beta stimulated, 500 pg/mL final; Potency, µM (doses to about 46.1 µM), for the others: at the highest dose activity, negative = inhibition, hits mostly inhibitors; hit rate 1.2% among 410,000; AID 588855; also: potency is read from the fitted curve at half-maximal effect; % is scaled to controls: 0 for no effect and ±100 for the full control effect; nearly all actives have a fitted effect of over 65% in size
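HEPG2 CAGA-GFP reporter cells (1000/well, DMEM with 1% FBS) received compounds, then recombinant TGF-beta at 500 pg/mL final for 18 hours at 37 degrees C. Per-cell GFP summed per well was normalised to unstimulated and stimulated DMSO controls before curve fitting.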
A549 viability – A549 cytotoxicity, counter-screen for Nrf2 inhibitors; hit rate 0.16% among 390,000; Potency, µM (top dose mostly 46 µM), for inactives: at the top dose activity change, negative = cytotoxicity, hits mostly inhibitors; A549 ARE-Fluc cells, CellTiter-Fluor viability, 18-24 h; also: potency is read from the fitted curve at half-maximal effect; % is scaled to controls: 0 for no effect and ±100 for the full control effect
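A549 ARE_Fluc cells in 5% FBS OPTI-MEM were exposed to compounds in concentration-response for 18-24 h at 37 deg C. Viability was read by CellTiter-Fluor fluorescence (Ex 405/Em 525) after 30 min, before the luciferase read.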
Starred values were filed as active, the others as inactive; i = inactive; ? = inconclusive; · = not tested or not shown; & = joins results of further samples; [ ] = dose if it differs, or a comment. Unless noted, calls follow the shape of the dose curve; as a rule, active = well fitted curve in the direction sought with a large enough effect; inconclusive = small, poorly fitted or top-dose-only effect, or another doubt; inactive = no such curve, though single readings can be large; an effect the other way counts as inactive or inconclusive. Rows were taken by chance; 4.3% or so of the library scored in one or more.

SMILES	IL2 activator	Nrf2 activator	ATXN viability	EPAC2 agonist	Nrf2 inh	HepG2 tox	ATXN2 expr inh	TGFb inhibitor	A549 viability
CCn1cc(C(=O)N2CCN(c3cccc(Cl)c3)CC2)c(=O)c2cc(S(=O)(=O)N3CCOCC3)ccc21	·	0.0%	i	·	?	-11%	1%	-33%	-4%
COc1ccccc1OCC(=O)N/N=C/c1cccc2cccnc12	0.5	4.4%	i	-3%	?	-32%	-20%	-17%	3%
COCC(=O)N/N=C\c1ccccc1OC/C=C/c1ccccc1	0.3	6.5%	i	3%	14%	-25%	24%	-18%	1%
O=C(NC1CC1)c1ccc(CSCc2ccc(Cl)cc2)o1	-2.3	-0.6%	i	12%	·	-36%	·	-22%	·
N#CC1=C(S)N(c2ccc(F)cc2)C(c2ccco2)NC1=O (stereo not given)	0.3	0.0%	i	2%	6%	-2%	3%	0%	4%
COc1cc(C)ccc1OCCn1c(-c2ccc(Cl)cc2)nc2ccccc2c1=O	·	0.1%	·	·	11%	-12%	·	-1%	4%
CCCN1CCCc2cc(CN(CCCN3CCOCC3)C(=O)Nc3ccc(Cl)c(Cl)c3)ccc21	·	22%	10µM*	·	·	-37%	0%	?	?
CCc1ccc(CNC(=O)c2cnc3sc(N4CCCCCC4)nn3c2=O)cc1	·	-1.1%	·	·	?	-23%	·	-55%	5%
O=C(Cn1c(C(=O)N2CCN(C3CCCC3)CC2)cc2sccc21)c1ccccc1	-0.4	0.3%	?	10%	·	-34%	-3%	-9%	-15%
Cc1cc(C)nc(SCC(=O)N/N=C/c2ccc3c(c2)OCO3)n1	4.5	2.8%	i	1%	19%	10%	54%[activator]	9%	1%
C=CCNc1nc(N)c([N+](=O)[O-])c(Nc2cccc(Cl)c2)n1	-1.2	10%	i	-4%	-15%	3%	·	5%	2%
COc1ccc2cc(CO)n(C)c2c1	-1.6	2.2%	i	7%	-11%	-11%	-22%	-9%	1%
COc1ccc(CNC(=O)C(c2ccc(O)cc2)N(Cc2ccco2)C(=O)c2snc(C(N)=O)c2N)cc1 (stereo not given)	0.7	-0.6%	i	5%	-28%	-26%	-9%	12%	1%
COc1ccc(CN2CCNC(=O)C2CC(=O)N2CCCO2)c(OC)c1 (stereo not given)	-4.1	-0.6%	i	1%	3%	2%	1%	19%	-2%
COc1ccccc1CNS(=O)(=O)c1ccc2c(c1)NC(=O)CO2	-3.1	-0.2%	i	-3%	2%	2%	-8%	1%	-1%
C[C@H](NC(=O)c1cc2cc(Cl)ccc2n1C)C(=O)N1CCC(C(=O)O)CC1	0.1	0.5%	i	8%	3%	-7%	-10%	5%	10%
Cc1ccc(OCCn2cncn2)c([N+](=O)[O-])c1	-2.6	0.0%	i	4%	-10%	-3%	·	-13%	0%
Cc1cc(/C=C2\SC(=Nc3ccc(N4CCOCC4)cc3)N(C)C2=O)c(C)n1-c1cccnc1	23	3.5%	i	3%	-2%	-3%	27%	-5%	-6%
Cc1cccc(NCc2cccc3ccccc23)n1	0.8	8.1%	i	9%	18%	-25%	·	-20%	0%
CCN(CC)c1ccc2cc(-c3nnc(-c4ccncc4)o3)c(=O)oc2c1	3.4	2.5%	·	100µM*	8%	-12%	52%[activator]	89%[activator]	4%
COc1ccc(NC(=O)C(c2cc3c(cc2[N+](=O)[O-])OCO3)N(C)c2ccccc2)cc1 (stereo not given)	-1.6	7.5%	i	19%	2%	-25%	-18%	-18%	0%
Cc1nnc(SCC(=O)Nc2nc(-c3ccccc3)cs2)n1N	4.3	3.6%	i	3%	?	3%	19%	-21%	2%
O=C(NCc1cc(Cl)cc(Cl)c1)c1ccc2nc([C@@H]3O[C@H](CO)[C@H](O)[C@H](O)[C@H]3O)[nH]c2c1	0.0	-0.5%[9.22 µM]	i	7%	·	17%	14%	36%[activator]	·
CCC(C#CCN1CCCCC1)(CC)OCCC#N	3.2	0.1%	i	20%	4%	-8%	-6%	8%	0%
Cc1ccc(NC(=O)CN(C)CC(=O)Nc2ccc(N3CCOCC3)cc2)cc1F	-0.6	0.4%	i	2%	13%	-15%	·	-7%	-10%
CN1CCN(CCC(=O)N/N=C/c2ccccc2F)CC1	1.2	-0.6%	i	6%	0%	-1%	9%	1%	1%
O=C(CSc1cn(CCNC(=O)c2ccccc2F)c2ccccc12)Nc1ccc(F)cc1	·	0.3%	?	·	?	-33%	-25%	?	-5%
COc1ccc(Cc2nnc(NC(=O)C3CC(=O)N(c4ccccc4C)C3)s2)cc1OC (stereo not given)	-0.2	4.2%	i	10%	-19%	28%	12%	-16%	4%
O=C(CN1CCCC1)NC1C2CC3CC(C2)CC1C3 (stereo not given)	-3.0	-0.1%	i	9%	13%	-24%	7%	8%	?
COc1ccc(C(OCC(O)CNC(C)c2ccccc2)c2ccc(OC)cc2)cc1 (stereo not given)	-0.6	5.9%	i	8%	26%	-94%	-38%	?	4%
COc1ccc(NC(=O)c2sc3nc(N4CCOCC4)c4c(c3c2N)CC(C(C)C)OC4)c(OC)c1 (stereo not given)	-0.8	0.2%	i	-11%	-10%	-2%	10%	-2%	-9%
COCC1CCN(C(=O)c2ccc3nc(Cc4cccc(Cl)c4)oc3c2)CC1	-1.5	5.4%	i	10%	·	-19%	·	-12%	·
O=C(NCc1ccco1)c1ccc2c(c1)N(Cc1ccccc1)CCS2	0.1	3.7%	i	22%	?	-5%	·	1%	-6%
COc1cccc(NC(=O)CN(C)C(=O)CCCc2nc3ccccc3c(=O)[nH]2)c1	0.1	0.1%	i	0%	-24%	-5%	4%	15%	-2%
Cc1nn(C)c(Cl)c1CN1CCCC(C(=O)Nc2ccc(-c3cscn3)cc2)C1 (stereo not given)	-2.3	-0.9%	i	2%	-16%	-27%	-7%	5%	0%
CC(C)Cc1[nH]c(=O)c(C#N)c2c1CCCC2	-1.7	-0.1%	i	4%	1%	-4%	-3%	18%	12%
COc1ccc(NC(=O)N2C[C@H]3CON(C)[C@H]3C[C@H]2c2ccc(N3CCCCC3)cc2)cc1	0.9	-0.7%	i	7%	·	-10%	13%	-6%	·
O=C(NCCS(=O)(=O)N1CCN(c2ccccc2F)CC1)c1cc(=O)c2ccccc2o1	1.2	-0.4%&0.1%	i	-7%	?	0%&1%	-8%	9%&0%	-5%&-2%
Cc1ccc(S(=O)(=O)N2CCC(=O)N([C@H](COCc3cccc(C)c3)C(C)C)CC2)cc1	0.0	-1.4%	?	4%	·	·	-13%	·	·
Cc1cccn2c(=O)c3cc(C(=O)NCCN4CCOCC4)c(=N)n(Cc4cccnc4)c3nc12	-4.1	-1.5%	i	9%	?	-22%	?	-1%	?

Sorted by the number under EPAC2 agonist (high to low): some entries from above
Molecule | EPAC2 agonist
O=C(NCc1ccco1)c1ccc2c(c1)N(Cc1ccccc1)CCS2 | 22%
COc1ccc(Cc2nnc(NC(=O)C3CC(=O)N(c4ccccc4C)C3)s2)cc1OC (stereo not given) | 10%
CN1CCN(CCC(=O)N/N=C/c2ccccc2F)CC1 | 6%

Other entries
SMILES	IL2 activator	Nrf2 activator	ATXN viability	EPAC2 agonist	Nrf2 inh	HepG2 tox	ATXN2 expr inh	TGFb inhibitor	A549 viability
CCC(=O)N1CCc2cc(S(=O)(=O)CCC(=O)Nc3ccc(OC)c(OC)c3)ccc21	0.6	-0.7%	i	8%	-9%	5%	3%	-7%	2%
CCOC(=O)COc1nc(OC)nc(N2CCOCC2)n1	-1.5	-0.2%	·	5%	1%	0%	·	5%	-6%
CCOC(=O)Cc1c(C)[nH]n(-c2ccccc2)c1=O	0.2	-0.5%	i	4%	-26%	-2%	-4%	4%	-2%
O=C(COC(=O)c1cccnc1Nc1cccc(C(F)(F)F)c1)NC1CCS(=O)(=O)C1 (stereo not given)	-3.1	5.5%	i	-9%	?	-15%	-5%	-9%	-2%
COc1ccc(CN2CCC(CO)(CCOc3ccccc3)CC2)c(OC)c1C	4.6	-0.5%	i	6%	1%	4%	-29%	-4%	-8%
COc1ccc(C2C=C(C)Nc3nc(SC)nn32)cc1 (stereo not given)	-0.2	-0.8%	i	-84%[15.6 µM]	-22%	6%	0%	5%	0%
Clc1ccc(/C=N/Nc2nnc(Cl)c3ccccc23)cc1	-2.2	1.3µM*	i	7%	-14%	-35%	-8%	-23%	-8%
COc1cc(C(C)=O)ccc1OCC(O)CN1CCN(c2ccc(C)cc2C)CC1 (stereo not given)	-0.6	-0.4%	i	8%	3%	-35%	-8%	4%	7%
O=c1c2ccccc2oc2nc(-c3ccco3)n(Cc3ccccc3)c(=O)c12	0.5	2.3%	i	6%	0%	-10%	2%	-10%	1%
C[C@H](CO)N1C[C@H](C)[C@@H](CN(C)C(=O)Nc2ccc(C(F)(F)F)cc2)Oc2c(NC(=O)Nc3ccc4c(c3)OCO4)cccc2C1=O	-4.6	4.6%	?	9%	?	-52%	?	?	-2%
CCOC(=O)Cc1csc(NC(=O)c2ccc(S(=O)(=O)N3CCCCC3)cc2)n1	1.9	0.2%	i	14%	-75%	8%	-7%	-10%	-12%
Cc1ccc(S(=O)(=O)c2cc3ccccc3oc2=Nc2ccc3c(c2)OCCO3)cc1	0.7	1.0%	i	8%	-20%	-4%	-4%	-15%	0%
COc1ccc(CCNC(=O)CCn2c(=O)c3ccccc3n(CC(=O)NCC3CCCO3)c2=O)cc1OC (stereo not given)	-0.8	-0.6%	i	1%	-11%	2%	1%	-1%	-4%
Cc1ccc(/C=C/C(=O)OCC(=O)Nc2cccnc2Cl)o1	0.7	2.8µM*	i	6%	-9%	-3%	12%	0%	-2%
